# ELG1 genotox: qHTS screen for small molecules that induce genotoxicity in human embryonic kidney (HEK293T) cells expressing luciferase-tagged ELG1 | HEK293T ELG1-luciferase reporter, luminescence, 16 h | Potency, µM (titrated, usually from 46 µM), inactives show top-dose activity change, positive = activation, actives largely listed as activators | 330,000 compounds, 1.3% hits | AID 504466, 2011; note: % of control where 0% means no effect; nearly all actives have a fitted effect of over 60% in size
#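 16 hr compound incubation (37 °C, 5% CO2) of HEK293T cells carrying luciferase-tagged ELG1; luciferase then measured by ONE-Glo luminescence after 30 min at RT.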
# Gal4-VP16 FLuc: VP16 counterscreen qHTS for inhibitors of ROR gamma transcriptional activity | 310,000 compounds, 3.5% hits | Potency, µM (highest dose often 53.6 µM), for inactives: top-dose activity, negative = inhibition, hits mostly inhibitors | Drosophila S2 Gal4-VP16 UAS-luciferase, luminescence, 20 h | AID 2546, 2010;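 note: Gal4-VP16 expression switched on by copper sulfate through the metallothionein promoter; % is set by controls: 0 for no effect and ±100 for the full control effect; nearly all actives have a fitted effect of over 50% in size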
# p53 reactivator: qHTS assay for re-activators of p53 using a Luc reporter | H1299 p53-A138V BP100-luciferase reporter, luminescence, 24 h | Potency, µM (series often up to 92.2 µM), without a hit: top-dose activity change, positive = activation, most hits filed as activators | 320,000 compounds, 0.063% hits; note: % of control where 0% means no effect; nearly all actives have a fitted effect of over 45% in size
#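 H1299 (p53-null), stable ts p53-A138V + BP100-Luc; 1000 cells/well, Opti-MEM/10% FBS; cpd 4 pt, 1:5; 24 h, 37 deg C, 5% CO2; detection reagent 10 min RT; luminescence.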
# uPA surface inh: qHTS for Inhibitors of Cell Surface uPA Generation; AID 540303, 2011; cell surface uPA generation assay, qHTS; Potency, µM (highest dose often 38.3 µM), for inactives: at the highest dose activity change, negative = inhibition, usual class: inhibitors; 330,000 compounds, 0.31% hits; active = well fitted inhibition curve with a large enough effect; inconclusive = small, poorly fitted or top-dose-only effect; inactive = no such curve, though single readings can be large or run the other way; tested in mouse RAW 264.7 cells; note: % is set by controls: 0 for no effect and ±100 for the full control effect; nearly all actives have a fitted effect of over 55% in size
# Rab9 prom act: qHTS Assay for Rab9 Promoter Activators | Potency, µM (series often up to 9.22 µM), for inactives: at the highest dose activation, negative = inhibition, most hits filed as activators | 320,000 compounds, 2.8% hits | Huh7 Rab9 promoter-luciferase reporter, luminescence, 24 h; note: % of control where 0% means no effect; nearly all actives have a fitted effect of over 60% in size
#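 Steps: seed 1500 Huh7 Rab9-luc cells per well, rest 2 h at 37 °C; add compound in DMSO; incubate 24 h; add luciferase reagent, 10 min ambient; read luminescence.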
# MLL CXXC-DNA inh: qHTS Fluorescence Polarization Assay for Inhibitors of MLL CXXC domain - DNA interaction. Potency, µM (doses to about 115 µM), for inactives: at the highest dose activity change, negative = inhibition, hits mostly inhibitors. MLL-CXXC / FITC-HOXA9 DNA fluorescence polarization. Histone-lysine N-methyltransferase 2A (Homo sapiens), Q03164. 290,000 compounds, 0.037% hits. AID 2662, 2010; active = well fitted inhibition curve with a large enough effect in the polarisation, with a control signal flat, not every such curve was filed as active; inconclusive = small, poorly fitted or top-dose-only effect, or effect the other way, or a change in a side signal; inactive = no such curve, though single readings can be large or run the other way; the % refers to the polarisation
#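 Fluorescence polarization: 7 uM MLL-CXXC (stock) preincubated 5 min with compounds, then 50 nM fluorescein-HOX-A9 DNA (stock) added; 30 min ambient. Buffer 50 mM Tris-HCl pH 7.5, 50 mM NaCl, 1 mM DTT, 0.05% BSA.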
# MBNL1 CUG block: qHTS Assay for Inhibitors of MBNL1-poly(CUG) RNA binding; Potency, µM (highest dose often 57.5 µM), inactives show at the highest dose activity change, negative = inhibition, usual class: inhibitors; AID 2675, 2010; 280,000 compounds, 0.036% hits; TR-FRET MBNL1-His/biotin-(CUG)12 binding, 665/545 ratio; Muscleblind-like protein 1 (Homo sapiens), Q9NR56; active = well fitted inhibition curve with a large enough effect in the signal ratio, with a control signal flat, not every such curve was filed as active; inconclusive = small, poorly fitted or top-dose-only effect, or effect the other way, or a change in a side signal; inactive = no such curve, though single readings can be large or run the other way; the % refers to the signal ratio; note: % is set by controls: 0 for no effect and ±100 for the full control effect
# Target sequence (Q9NR56 whole entry, looked up): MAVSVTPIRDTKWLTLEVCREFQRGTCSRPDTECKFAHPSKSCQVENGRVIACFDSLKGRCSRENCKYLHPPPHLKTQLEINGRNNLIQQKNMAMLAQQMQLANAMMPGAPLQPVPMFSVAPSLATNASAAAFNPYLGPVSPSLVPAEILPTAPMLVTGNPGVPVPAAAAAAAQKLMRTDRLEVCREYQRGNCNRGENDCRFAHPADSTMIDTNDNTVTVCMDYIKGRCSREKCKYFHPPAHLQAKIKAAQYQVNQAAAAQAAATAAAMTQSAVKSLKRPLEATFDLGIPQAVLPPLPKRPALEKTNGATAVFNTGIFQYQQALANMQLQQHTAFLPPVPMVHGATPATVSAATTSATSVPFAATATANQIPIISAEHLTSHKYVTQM
#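 Compounds (final 92 nM to 58 uM) are added to His-tagged MBNL1 and biotin-(CUG)12, then terbium anti-His antibody and streptavidin-XL665 (5 nM final). After 60 min at room temperature, the 665/545 nm ratio is read.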
# BRCA1 expr act: qHTS Assay to Identify Small Molecule Activators of BRCA1 Expression; MCF7-BRCA1-FFLuc reporter, luminescence, 48 h; response scale: scaled: vehicle 0%, 10 µM genistein 100%; Potency, µM (doses to about 46.1 µM), without a hit: at the top dose activation, usual class: activators; 380,000 compounds, 1.1% hits; AID 624202, 2012; note: nearly all actives have a fitted effect of over 80% in size; some results filed as inactive show a strong effect at the top dose
#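 48 h compound treatment of MCF7-BRCA1-FFLuc cells (phenol-red free MEM, 37 °C), then 15 min with luciferase substrate and luminescence imaging.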
# RORgamma inh: qHTS for inhibitors of ROR gamma transcriptional activity | Nuclear receptor ROR-gamma (Mus musculus), P51450 | Drosophila S2 Gal4-RORgamma UAS-luciferase reporter, 20 h | Potency, µM (titrated, usually from 53.6 µM), without a hit: top-dose activity change, negative = inhibition, most hits filed as inhibitors | 310,000 compounds, 5.4% hits | AID 2551, 2010; note: % is set by controls: 0 for no effect and ±100 for the full control effect; nearly all actives have a fitted effect of over 60% in size
# Target sequence (P51450 whole entry, looked up, the tested form may be a part): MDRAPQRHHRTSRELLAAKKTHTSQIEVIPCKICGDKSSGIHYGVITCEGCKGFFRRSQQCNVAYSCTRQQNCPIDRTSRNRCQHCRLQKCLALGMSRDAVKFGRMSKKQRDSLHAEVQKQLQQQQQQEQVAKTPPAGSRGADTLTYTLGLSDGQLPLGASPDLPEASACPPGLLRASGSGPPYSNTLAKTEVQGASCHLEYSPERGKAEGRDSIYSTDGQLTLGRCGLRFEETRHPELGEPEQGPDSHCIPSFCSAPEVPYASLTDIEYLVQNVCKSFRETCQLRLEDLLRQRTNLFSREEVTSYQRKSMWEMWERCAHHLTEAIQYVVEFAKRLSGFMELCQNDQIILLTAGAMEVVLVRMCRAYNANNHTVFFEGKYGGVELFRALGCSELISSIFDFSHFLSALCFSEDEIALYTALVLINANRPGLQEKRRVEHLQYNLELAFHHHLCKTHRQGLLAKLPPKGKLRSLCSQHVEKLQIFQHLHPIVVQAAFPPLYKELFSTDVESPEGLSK
#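 Stable Schneider cell line, Gal4 DNA-binding domain fused to ROR gamma, UAS-luciferase. Cmpd 1 hr RT → CuSO4 700 uM final → 20 hr RT → luciferase reagent 10 min → luminescence.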
# NPC1 promoter act: qHTS Assay for NPC1 Promoter Activators | 320,000 compounds, 2.4% hits | Huh7 NPC1 promoter luciferase reporter, 24 h | AID 485313, 2010 | Potency, µM (top dose mostly 9.22 µM), without a hit: at the top dose activation, hits mostly activators;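 note: % of control where 0% means no effect; nearly all actives have a fitted effect of over 60% in size; reporter is driven by a mutant NPC1 promoter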
#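 Luminescence from an NPC1 promoter-driven luciferase reporter in stably transfected Huh7 cells was measured after 24 h compound treatment at 37 °C, followed by 10 min ambient incubation with luciferase detection reagent.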
# FLuc modulator: qHTS profiling assay for firefly luciferase inhibitor/activator using purifed enzyme and Km concentrations of substrates (counterscreen for miR-21 project); Luciferin 4-monooxygenase (Photinus pyralis), P08659; purified FLuc, Km substrates, luminescence inhibition; Potency, µM (series often up to 57.5 µM), without a hit: at the highest dose activity change, negative = inhibition, actives largely listed as inhibitors; 360,000 compounds, 6.9% hits;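 note: plate controls were vehicle for no effect and reference inhibitor for full effect; nearly all actives have a fitted effect of over 55% in size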
#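 Purified P. pyralis luciferase, 10 nM final, with Km-level 10 uM D-luciferin and 10 uM ATP in 50 mM Tris acetate pH 7.5, 10 mM Mg acetate, 0.01% Tween-20, 0.05% BSA; 6-point qHTS titration about 60 µM downward; luminescence read.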
# * hit, by the source's call; u = inconclusive; x = not tested or not shown; [ ] = another dose, or the depositor's remark. Unless noted, calls come from the whole dose curve; as a rule, active = well fitted curve in the direction sought with a large enough effect; inconclusive = small, poorly fitted or top-dose-only effect, or another doubt; inactive = no such curve, though single readings can be large; an effect the other way counts as inactive or inconclusive. Potency is the fitted concentration of half-maximal effect.
SMILES,ELG1 genotox,Gal4-VP16 FLuc,p53 reactivator,uPA surface inh,Rab9 prom act,MLL CXXC-DNA inh,MBNL1 CUG block,BRCA1 expr act,RORgamma inh,NPC1 promoter act,FLuc modulator
Cc1ccc(-n2c(SCC(=O)Nc3ccc4c(c3)OCO4)nnc2-c2ccccn2)cc1,3.4%,-7.6%,12.1%,x,2.4%,2.0%,-26.8%,1.0%,-12.8%,-3.9%,-0.1%
CCC(CC)C(=O)NCCN1CCN(C(=O)C(CC)CC)CC1,-2.1%,3.8%,-8.4%,1.3%,3.1%,-4.8%,4.1%,-29.4%,-11.9%,-3.4%,-1.4%
CCN(Cc1ccccc1)C(=O)CSc1nc(C)cc(=O)[nH]1,-1.1%,-5.7%,-1.4%,-2.8%,-0.5%,-4.0%,-2.3%,1.5%,-15.0%,-3.0%,-10.6%
Cc1csc(NC(=O)CCCC(=O)c2ccccc2)n1,4.9%,20.7%,2.4%,21.6%,-4.6%,11.4%,2.1%,17.9%,10.1%,2.4%,u
COc1ccc(N2CC(NS(=O)(=O)c3cccs3)CC2=O)cc1 (stereo not drawn),-2.2%,x,-0.8%,2.4%,-0.9%,x,x,23.4%,x,3.6%,3.1%
Cc1ccccc1CN1CCN(C2CCC2)CC1CCO (stereo not drawn),0.6%,-4.7%,x,-0.5%,-1.2%,2.6%,0.9%,1.0%,-0.4%,-0.6%,5.1%
Cc1ccc(CSc2nnc([C@@H]3CCCN3C(=O)OC(C)(C)C)o2)cc1,-5.0%,0.3%,-0.6%,10.2%,-1.0%,-3.7%,8.7%,-24.7%,42.3%,-6.5%,-1.8%
O=C(N/N=C/c1cc2c(cc1Cl)OCO2)c1cccc(Br)c1,8.9%,-7.4%,3.2%,7.3%,u,1.8%,0.5%,45.1%,-3.6%,26.7%,u
CCCCn1c(N)c(N(CCC(C)C)C(=O)c2sc3nc4n(c(=O)c3c2C)CCC4)c(=O)[nH]c1=O,-5.4%,1.2%,3.0%,37.0%[activator],8.0%,3.5%,-2.1%,-0.9%,14.1%,-6.3%,5.9%
Cc1nc2ccccc2n1Cc1n[nH]c(=S)n1-c1ccc(Cl)cc1,-1.6%,-19.5%,-6.4%,1.4%,-2.7%,12.3%,-6.0%,3.1%,u,-2.4%,-1.0%
CCn1nc(C)c(CNC(=O)CC2C(=O)NCCN2CC(C)(C)C)c1C (stereo not drawn),1.9%,2.4%,0.0%,13.4%,-12.9%,1.9%,-0.3%,-3.8%,1.3%,-0.6%,-0.7%
O=C(CN1CCOCC1)Nc1ccc(-c2nc3ccccc3[nH]2)cc1,u,1.3%,15.8%,x,u,1.9%,-10.9%,11.2µM*,-18.0%,u,13.5µM*
CC(C)OCCCNc1nc2c(c(=O)n(Cc3ccccc3F)c(=O)n2C)n1C,-8.3%,4.9%,-2.8%,-2.0%,4.7%,-8.7%,4.9%,-32.9%,21.3%,1.6%,1.5%
O=C(CSc1ccc([N+](=O)[O-])cc1)NCC1CCCCC1,-2.5%,-16.2%,-1.1%,0.7%,4.6%,11.8%,u,5.3%,-8.1%,1.6%,-13.3%
Fc1ccc(CNc2ccccn2)cc1,4.7%,4.0%,u,19.7%,13.6%,-2.9%,-2.1%,22.7%,2.0%,7.7%,-29.5%
CCCC1(C(=O)OCC)NC(c2ccc(N(C)C)cc2)C2C(=O)N(c3ccc(F)cc3)C(=O)C21 (stereo not drawn),-0.2%,5.1%,-2.4%,1.4%,2.8%,2.4%,3.7%,-8.5%,-0.5%,-1.2%,-1.6%
CCN=C1S/C(=C\c2ccc(O)c(OCC)c2)C(=O)N1CC,3.4%,-3.0%,-2.8%,-5.8%,0.7%,3.2%,u,-29.4%,-7.6%,-0.1%,-25.9%
COC(=O)c1ccc(NC(=O)CSc2nnc(COc3c(C)cccc3C)o2)cc1,-7.9%,-0.2%,0.6%,-1.6%,-5.0%,9.9%,7.4%,-13.5%,-16.0%,7.8%,1.4%
Cc1cc(C)cc(N(C(C)C(=O)Nc2c(C)n(C)n(-c3ccccc3)c2=O)S(C)(=O)=O)c1 (stereo not drawn),4.1%,-5.7%,0.4%,1.0%,6.5%,-5.3%,-3.3%,5.6%,8.4%,-4.6%,-2.4%
O=C(N/N=C/c1ccc(O)cc1)c1cc(-c2ccc3c(c2)OCO3)n[nH]1,-0.5%,-18.5%,u,-1.1%,2.4%,7.7%,14.0%,-67.2%,u,10.9%,u
COC(=O)C(NC(=O)c1ccc(F)cc1)(Nc1ncc(S(=O)(=O)c2ccc([N+](=O)[O-])cc2)s1)C(F)(F)F (stereo not drawn),-13.0%,-17.8%,-1.7%,0.6%,5.9%,-1.3%,u,-63.7%,u,-0.7%,2.9%
CN1/C(=C/C(=O)c2nc(S(C)(=O)=O)ncc2Cl)C(C)(C)c2ccccc21,-6.1%,5.62µM*,-54.2%[inhibitor],-13.8%,-6.0%,8.0%,14.8%,-84.6%[inhibitor],3.16µM*,-26.5%,-0.3%
CC(Sc1nc(NC(C)(C)C)nc(N(C)C)n1)C(=O)Nc1ccccc1 (stereo not drawn),5.7%,-3.0%[10 µM],-2.6%,5.2%,-11.9%,2.9%,-10.2%,-45.5%,-24.9%,-1.5%,-4.5%
Cc1nc(SCC(=O)NCc2ccco2)c2c(=O)n(C)c(=O)n(CC(C)C)c2n1,-5.9%,-0.8%,2.7%,x,-10.0%,-17.8%,15.0%,x,22.3%,-3.7%,1.0%
CCOc1ccc(Cl)cc1CNc1nnnn1C,0.0%,13.2%,-4.9%,u,-0.9%,11.4%,-3.1%,-6.9%,4.3%,-4.4%,-1.9%
# (listing goes on)
SMILES,ELG1 genotox,Gal4-VP16 FLuc,p53 reactivator,uPA surface inh,Rab9 prom act,MLL CXXC-DNA inh,MBNL1 CUG block,BRCA1 expr act,RORgamma inh,NPC1 promoter act,FLuc modulator
COc1ccccc1NC(=O)COC(=O)c1cc([N+](=O)[O-])ccc1N1CCCC1,1.1%,x,-2.0%,16.0%,0.4%,x,x,-41.8%,x,0.2%,1.3%
COc1ccc(Cn2cccc(NC(=O)Nc3cccc(OC)c3)c2=O)cc1,-7.1%,-9.0%,7.5%,0.1%,2.3%,0.1%,3.0%,18.4%,36.8%,-0.3%,21.3µM*
N#C/C(=C\c1ccc(N2CCOCC2)o1)c1nc2ccccc2[nH]1,u,0.0%,6.4%,-7.4%,0.501µM*,u,u,u,15.8µM*,0.708µM*,0.426µM*
O=C(CN1CCN(c2ccc(O)cc2)CC1)Nc1cc(S(=O)(=O)N2CCCC2)ccc1Cl,-5.8%,-7.0%,-2.6%,-24.1%,-3.5%,-8.8%,0.8%,-52.6%,u,4.7%,-10.0%
Cc1ccc(N(C(=O)CNC(=O)c2ccco2)C(C(=O)NC2CCCCC2)c2ccncc2)cc1F (stereo not drawn),5.0%,16.5%,2.9%,-3.5%,0.2%,10.4%,-1.6%,0.0%,23.3%,0.3%,1.1%
N#CCCN1CCN(S(=O)(=O)c2ccc(S(=O)(=O)NC3CCCCC3)cc2)CC1,-0.3%,-2.6%,-1.9%,11.5%,-3.0%,4.6%,-0.5%,2.0%,14.0%,-0.8%,1.1%
C#CCN1C(=O)S/C(=C/c2cc(C)n(CC)c2C)C1=O,u,-5.6%,u,-4.8%,1.58µM*,2.1%,29.6%,u,12.1%,2.82µM*,2.13µM*
Cc1cccc(N(CC(=O)NC2CCCCC2)C(=O)Cn2nnc(-c3ccc(C)o3)n2)c1,-5.7%,-9.4%,-0.8%,-0.1%,-5.3%,-0.8%,-5.4%,-13.2%,13.1%,-1.5%,-8.4%
Cc1nc2ccc(Br)cn2c1C(=O)N/N=C\c1ccccc1Cl,2.0%,u,x,20.5%,0.0%,25.0%,3.2%,0.0%,7.08µM*,0.5%,2.2%

# Assay outcomes deposited in PubChem by National Center for Advancing Translational Sciences (NCATS).

# These rows are one share of the data, so the mix of outcomes need not match the whole.
